Bioassay records from PubChem.
TEAD-YAP block: TEAD-YAP interaction inhibition; inhibition, % at 9.12 µM; HEK-TIYL cells, TEAD-Gal4/YAP UAS-luciferase luminescence; actives 1.4% (n = 640,000); in the data active = inhibition above about 32%;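 also: 0% = median of test compound wells and 100% = reference inhibitor wells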
FBW7 act: activators of human E3 ligase FBW7; AlphaScreen FBW7–phospho-cyclin E peptide binding, activator screen; normalized activity (activation), % at 26.1 µM; actives 0.13% (n = 650,000); in the data active = normalized activity above about 1.9%;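 also: purified mutant Fbw7 with reduced substrate affinity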
Target sequence (Q969H0 whole entry, looked up): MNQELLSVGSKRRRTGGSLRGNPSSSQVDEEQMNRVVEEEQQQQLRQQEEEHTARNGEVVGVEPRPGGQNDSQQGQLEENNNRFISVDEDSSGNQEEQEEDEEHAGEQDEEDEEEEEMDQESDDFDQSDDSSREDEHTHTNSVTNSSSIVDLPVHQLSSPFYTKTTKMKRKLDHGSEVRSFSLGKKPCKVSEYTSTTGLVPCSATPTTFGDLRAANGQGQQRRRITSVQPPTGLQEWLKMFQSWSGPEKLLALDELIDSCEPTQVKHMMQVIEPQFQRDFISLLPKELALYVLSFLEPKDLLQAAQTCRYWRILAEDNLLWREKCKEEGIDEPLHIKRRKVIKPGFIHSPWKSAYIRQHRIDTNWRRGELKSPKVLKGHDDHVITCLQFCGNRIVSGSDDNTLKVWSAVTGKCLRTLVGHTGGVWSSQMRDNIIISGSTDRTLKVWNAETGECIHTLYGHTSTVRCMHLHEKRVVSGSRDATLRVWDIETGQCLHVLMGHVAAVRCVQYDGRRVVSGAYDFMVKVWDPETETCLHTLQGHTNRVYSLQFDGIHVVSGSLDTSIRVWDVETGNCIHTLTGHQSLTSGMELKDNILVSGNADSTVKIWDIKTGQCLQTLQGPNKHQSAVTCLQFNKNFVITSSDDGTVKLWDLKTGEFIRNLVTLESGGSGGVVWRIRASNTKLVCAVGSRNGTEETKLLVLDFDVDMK
GPR151 activ: activates the human receptor GPR151. Q8TDV0. PathHunter beta-arrestin GPR151 cells, luminescence. activation, % at 11.2 µM. actives 1% (n = 650,000); in the data active = activation above about 4.9%;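 also: 0% = median of compound wells and 100% = cells with positive control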
Target sequence (Q8TDV0 whole entry, looked up): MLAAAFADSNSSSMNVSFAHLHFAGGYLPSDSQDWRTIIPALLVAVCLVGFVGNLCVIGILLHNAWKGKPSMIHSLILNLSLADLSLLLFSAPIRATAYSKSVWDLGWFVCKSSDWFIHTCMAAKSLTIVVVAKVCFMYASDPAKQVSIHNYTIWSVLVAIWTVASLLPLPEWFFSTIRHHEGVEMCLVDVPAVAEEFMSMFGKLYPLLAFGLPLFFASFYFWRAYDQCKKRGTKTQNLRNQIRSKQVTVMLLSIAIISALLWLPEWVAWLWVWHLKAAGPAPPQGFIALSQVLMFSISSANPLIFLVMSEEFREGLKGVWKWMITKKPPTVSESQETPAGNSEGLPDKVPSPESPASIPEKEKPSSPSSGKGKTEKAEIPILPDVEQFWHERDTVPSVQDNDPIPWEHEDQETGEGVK
MITF primary: inhibitors of human MITF. O75030. AlphaScreen MITF homodimerization, bead proximity signal. inhibition, % at 2.6 µM. actives 0.91% (n = 650,000). AID 1259374; in the data active = inhibition above about 50%;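 also: 0% = vehicle wells with protein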
* marks the source's active call; other numbers are inactive results; · = not tested or not shown; & = joins results of further samples.

SMILES | TEAD-YAP block | FBW7 act | GPR151 activ | MITF primary
CCOc1ccc(C2NC(=O)NC(C)=C2C(=O)OC2CCC(C)CC2)cc1 (stereo not given) | 8 | -0.1 | 0.8 | 0
COc1cc([N+](=O)[O-])ccc1NC(=S)NCCCN1CCCC1=O | 6 | 0.1 | 0.8 | 3
CC(=O)Nc1nc(SCC(=O)N2CCCCC2)[nH]c(=O)c1NC(=O)c1ccc(F)cc1 | 2 | 0.1 | -0.6 | 1
Cn1c(-c2cc(Br)ccc2O)n[nH]c1=S | 9 | 0.0 | -0.8 | -3
Cc1ccc(C)c(-n2c(SCC(=O)Nc3nc(C)cs3)nnc2-c2cccnc2)c1 | -3 | -0.1 | 1.2 | 7
N#Cc1ccc(NC(=O)CCC(=O)Nc2ccc(C#N)cc2)cc1 | 11 | 0.0 | -1.2 | -7
O=C(NCc1ccc2c(c1)OCO2)C(=O)NCC1CCCO1 (stereo not given) | -4 | 0.1 | -1.2 | 1
COc1cc([C@@H]2[C@@H](C(=O)c3ccccc3)N3c4ccccc4C=C[C@@H]3C2(C#N)C#N)cc(OC)c1OC | -10 | -0.2 | -0.6 | -6
COc1ccc(C(=O)CN2CCN(c3ccccc3F)CC2)cc1OC | 10 | 0.2 | 1.2 | 7
CC(C)N(C(=O)Cn1c(SCC(=O)NC(C)(C)C)nc2ccccc21)C(C)C | 9 | 0.0 | 0.8 | 7
COc1ccc(N2CCN(Cc3cc(=O)c(OC)cn3CC(=O)Nc3ccc(C)cc3)CC2)cc1 | -9 | 0.1 | -0.7 | 3
O=C1OC(c2ccccc2F)=N/C1=C\c1ccc(OCc2ccc(Cl)cc2)cc1 | 16 | 0.3 | 0.4 | 0
CCOc1ccc(NS(=O)(=O)c2cccc(Cl)c2)cc1 | -3 | 0.2 | 0.6 | 7
O=C(/C=C/c1cccc(C(=O)NO)c1)NO | · | · | 2.2 | -6
CCOC(=O)C1=C(N)n2c(s/c(=C\c3ccc(Br)cc3)c2=O)=C(C(=O)OCC)C1c1ccc(Br)cc1 (stereo not given) | -4 | -0.2 | 2.3 | -3
O=[N+]([O-])c1cccc(C2CC(c3ccc(Br)cc3)Nc3ncnn32)c1 (stereo not given) | 2 | 0.0 | -0.8 | 14
O=C(Nc1ccccc1[N+](=O)[O-])c1ccc(=O)oc1 | -15 | -0.2 | -0.6 | -1
O=C(NCc1ccccc1)C(c1ccco1)N(C(=O)c1csnn1)c1ccccc1 (stereo not given) | -15 | 0.3 | 0.2 | -35
COc1ccc(-c2noc(CCCC(=O)NC3CCCC3)n2)cc1OC | 5 | 0.0 | -0.4 | 5
N#Cc1c(NC(=O)c2ccc(Br)cc2)sc2c1CCCC2 | -26 | -0.1 | 0.5 | -3

Overlap with the part before: 6 compounds; new compounds follow.
SMILES | TEAD-YAP block | FBW7 act | GPR151 activ | MITF primary
CCOC(=O)C1=C(N)n2c(s/c(=C\c3ccc(Br)cc3)c2=O)=C(C(=O)OCC)C1c1ccc(Br)cc1 (stereo not given) | -4 | -0.2 | 2.3 | -3
O=[N+]([O-])c1cccc(C2CC(c3ccc(Br)cc3)Nc3ncnn32)c1 (stereo not given) | 2 | 0.0 | -0.8 | 14
O=C(Nc1ccccc1[N+](=O)[O-])c1ccc(=O)oc1 | -15 | -0.2 | -0.6 | -1
O=C(NCc1ccccc1)C(c1ccco1)N(C(=O)c1csnn1)c1ccccc1 (stereo not given) | -15 | 0.3 | 0.2 | -35
COc1ccc(-c2noc(CCCC(=O)NC3CCCC3)n2)cc1OC | 5 | 0.0 | -0.4 | 5
N#Cc1c(NC(=O)c2ccc(Br)cc2)sc2c1CCCC2 | -26 | -0.1 | 0.5 | -3
O=c1[nH]c(=O)c2cc(Cl)cc(Cl)c2[nH]1 | 3 | -0.1 | 0.0 | -7
CCOc1ccc(-n2c(SCC(=O)C(C)(C)C)nc3c(sc(=S)n3-c3ccccc3C)c2=O)cc1 | 0 | 0.1 | 1.3 | 11
C=C(C)CSc1nc(=O)cc(N)n1-c1ccc(F)cc1 | -6 | 0.1 | 0.0 | -18
COc1cc2cc3c(N)c(C(=O)c4ccccc4)sc3nc2cc1OC | -23 | -0.3 | -1.1 | 3
CCOC(=O)c1c(N2C(=O)C3CC(C)=C(C)CC3C2=O)sc2c1CCCC2 (stereo not given) | -1 | 0.1 | 0.1 | -2
CN1CCN(C(=O)c2ccc(-c3nc(NCc4nc5ccccc5[nH]4)c4[nH]cnc4n3)cc2)CC1 | -12 | -0.3 | -0.7 | -1
O=C(NCCSCc1ccco1)c1ccc(I)cc1 | -23 | 0.0 | -0.1 | -1
COc1cc(N2CCN(S(=O)(=O)c3ccc(C)cc3)CC2)ccc1[N+](=O)[O-] | -11 | 0.0 | 1.6 | 15
COc1ccc(C(=O)NNC(=O)C(=O)NCCO)cc1 | -2 | 0.5 | -0.3 | 9
CCOC(=O)C1=C(c2ccccc2)NC(=S)NC1c1cccc(OC)c1OC (stereo not given) | 2 | 0.3 | 0.2 | 24
CC1=C(C(=O)OC2CCCCCC2)C(c2cccc(O)c2)C2=C(CCCC2=O)N1 (stereo not given) | 0 | 0.0 | -0.2 | -15
O=C(NCCN1CCOCC1)c1cc(=O)c2ccccc2o1 | 5 | 0.1 | 2.4 | 5
COc1cc(Nc2nc(NCCO)c3ncn(-c4ccccc4)c3n2)cc(OC)c1OC | 28 | 0.0 | 0.4 | 0
CCCOc1ccc(C(=O)Nc2nnn(CCC)n2)cc1 | -31 | -0.2 | -1.0 | 9
Cc1cc(NC(=O)C(C)C)nc2c1c(=O)oc1ccccc12 | 8 | -0.3 | -1.8 | -4
COC(=O)c1c(NC(=O)c2cc3ccccc3c(=O)o2)sc2c1CCCC2 | -1 | -0.1 | 0.9 | -2
COC(=O)[C@H]1CN(C(=O)CC2NC(=O)c3ccccc32)C[C@@H]1c1ccc(F)cc1 (stereo not given in full) | -7 | 0.7 | -1.1 | 17
CCc1cc(OCCOCCN2CCN(CC)CC2)ccc1Cl | -20 | -0.4 | -2.0 | 68*
Cc1cccc(NC(=O)c2ccc(CN3CCc4ccccc4C3)cc2)c1 | 36* | -0.2 | -0.3 | -3
O=C(CC1(c2ccccc2F)CC(=O)N(C2CCCC2)C1=O)N1CCc2ccccc2C1 (stereo not given) | 12 | 0.4 | -0.4 | 5
Cc1ccc(NC(=O)CSc2ncnc3sc(C)c(C)c23)c(C)c1 | 4 | -0.1 | -0.3 | 7
OC1CCC(Nc2nccc(NCc3ccccc3)n2)CC1 (stereo not given) | 11 | -0.2 | -0.8 | 6
CC1CN(CCC(=O)NC(c2ccncc2)c2ccc(F)cc2)Cc2ccccc2O1 (stereo not given) | -2 | -0.2 | -0.1 | 4
CCC(CC)C(=O)Nc1ccccc1NC(C)=O | 8 | 0.0 | -1.0 | 5
COC(=O)c1ccccc1NC(=O)CCCn1cc([N+](=O)[O-])cn1 | 5 | 0.0 | 0.4 | 10
CCCCCC(=O)CC[C@H]1C=CC(=O)[C@@H]1C/C=C\CCCC(=O)O | · | · | 0.8 | -4
O=C(CCCn1nnc2ccccc2c1=O)NCC1CCCO1 (stereo not given) | -15 | 0.0 | 2.6 | 6
CCOC(=O)c1sc(=S)n(-c2ccccc2C)c1N | -11 | -0.1 | 1.0 | 3
COc1ccccc1-n1c(CNC(=O)c2ccc(C)c([N+](=O)[O-])c2)nnc1SCC(=O)Nc1nnc(C)s1 | -7 | 0.1 | 0.6 | -6
CCNC(=O)C/C(C)=N/NC(=O)COc1cc(C)c(Br)cc1Br | -2 | 0.0 | -0.1 | 1
O=C(CCCCCn1c(=S)[nH]c2cc3c(cc2c1=O)OCO3)NCc1ccccc1Cl | -7 | 0.1 | 1.0 | -15
Cc1cc(C)n(CC(O)COc2c(C)cccc2C)n1 (stereo not given) | 2 | 0.3 | -0.2 | -8
CCCCCCNc1nc(Cl)nc(NC(C)C)n1 | 6 | 1.1 | 0.5 | -2
O=C(O)CCn1c(SCCOc2ccccc2)nc2ccccc21 | 3 | 0.0 | -0.4 | 12
Cc1cnc(Nc2ccc(-n3ccnc3)cc2)nc1NCCc1ccc(O)cc1 | 18 | -0.1 | 3.0 | -11
O=C(COC(=O)c1cccc(N2C(=O)CCC2=O)c1)c1ccccc1 | -2 | 0.2 | -0.3 | 6
Oc1ccccc1C1OCC(C2CC=CCC2)CO1 (stereo not given) | -23 | 0.3 | -0.2 | -4
COc1ccc(-c2nn(-c3ccccc3)cc2C(=O)NCc2ccccc2)cc1OC | 3 | 0.2 | -2.1 | 14
CC(C)Oc1ccc(/C=C2/SC(N3CCN(c4ccccc4)CC3)=NC2=O)cc1 | -11 | 0.0 | 1.0 | 3
C(=N\Nc1nn[nH]n1)/c1cccc2nsnc12 | -3&12 | -1.3&-1.9 | 1.4&2.6 | 21&50
CCN(CC)CCCC(C)N=Cc1c(O)n(-c2ccccc2)c(=O)[nH]c1=O (stereo not given) | 5 | -0.2 | -1.0 | 0
CC1(C)Cc2ccccc2C(C(Cc2ccccc2)C(N)=O)=N1 (stereo not given) | -5 | 0.1 | -1.3 | 0
Cc1ccc(-c2nc(N)sc2-n2cncn2)cc1 | 1 | 0.0 | -0.3 | 7
CN1CCCN(Cc2ccc(Br)o2)CC1 | 3 | -0.3 | -0.2 | 40
O=C(CSc1nc2ccccc2c2nc(-c3ccc([N+](=O)[O-])cc3)nn12)c1ccc(Cl)cc1 | -12 | -0.2 | 1.6 | -1
O=Cc1ccc(OCC(=O)Nc2ccc(F)cc2)cc1 | -16 | 0.0 | -0.9 | -11
O=c1[nH]nc(CSCc2ccccc2Cl)[nH]1 | 3 | -0.3 | -0.8 | -8
COc1ccccc1NC(=O)N(CCCO)Cc1cc2cc(C)ccc2[nH]c1=O | 9 | -0.1 | 1.2 | 7
Cc1ccc(N2CC(=O)NC2=O)cc1 | -6 | 0.1 | 0.6 | 5
O=C1CCC(N2CCCCC2)CCN1Cc1ccc(F)cc1F (stereo not given) | -2 | -0.1 | 0.9 | -2
CC(C)(C)NCCCOc1ccc(OCc2ccccc2)cc1 | -27 | 0.1 | -1.1 | 20
c1ccc(-c2nnc(CN3CCC4(CC3)OCCO4)o2)cc1 | -9 | 0.0 | -0.9 | 21
COc1ccc(C(=O)Nc2cc(-c3nc4cc(C)ccc4o3)ccc2Cl)cc1Cl | -58 | 0.4 | 0.7 | 10
CCOc1ccc(CC(=O)NCc2cn(C)nc2C)cc1OCC | 0 | 0.1 | -0.8 | -7
CC(=O)N1CCc2cc(Br)cc(S(=O)(=O)NCc3cccs3)c21 | -6 | -0.1 | 0.1 | 4
CCC(=O)Nc1sc2c(c1C(=O)N(C)C)CCCCC2 | 14 | -0.1 | 0.1 | -10
O=C(O)C1CN(C(c2ccccc2)c2ccccc2)C1 | 4 | 0.2 | -0.4 | 0
CC1(C)CC(=O)Nc2cc(-c3ccccc3)n(-c3ccccc3)c2C1 | -5 | 0.1 | 1.3 | 7
CCc1c(C)sc(NC(=O)CCc2ccc(OC)cc2)c1C(N)=O | -2 | -0.1 | 2.0 | 17
Cc1noc(C(=O)Nc2cccc(O)c2)c1Cl | 25 | 0.1 | -5.1 | -2

Some values from the results shown.
MITF primary, O=C(NCc1ccc2c(c1)OCO2)C(=O)NCC1CCCO1 (stereo not given) → 1
GPR151 activ, CCN(CC)CCCC(C)N=Cc1c(O)n(-c2ccccc2)c(=O)[nH]c1=O (stereo not given) → -1.0

(listing goes on)
SMILES | TEAD-YAP block | FBW7 act | GPR151 activ | MITF primary
O=C(Cc1ccc(Br)cc1)N1CCCCCC1 | -42 | 0.0 | -0.8 | 4
COc1ccc(-c2cc(C(F)(F)F)n3nc(C(=O)Nc4cccc(Cl)c4Cl)cc3n2)cc1OC | 2 | 0.0 | 0.1 | 3
Cc1ccc(NC(=O)CN2N=NC3C(=O)N(c4ccc(Cl)cc4)C(=O)C32)cc1 (stereo not given) | 11 | 0.2 | 0.1 | 9
Cc1ccc(S(=O)(=O)NCCC#N)cc1 | -2 | -0.2 | 1.7 | 13
O=C1Nc2cc3c(cc2C1(O)C(F)(F)F)OCCO3 (stereo not given) | -3 | -0.1 | -1.1 | -9
CCCNC(=O)CCC(=O)N1CCOc2ccc(C)cc21 | 4 | 0.5 | 0.3 | 7
O=C(Nc1nc(-c2ccccc2)nc2c1C(=O)CCC2)c1ccccc1 | -13 | -0.1 | -0.5 | -1
CC12C=CC(O1)C1C(=O)N(c3ccccc3C#N)C(=O)C12 (stereo not given) | -2 | -0.1 | 1.3 | -2
CC(=O)N1CCc2cc(S(=O)(=O)NCCC3=CCCCC3)ccc21 | 21 | 0.0 | -0.1 | 10
CC(=O)N(C)c1ccc(N=Cc2ccc(O)cc2O)cc1 | 3 | 0.2 | -0.9 | 12
CC12CCC(C(=O)O)(c3nc4c(ccc5ncccc54)nc31)C2(C)C (stereo not given) | 5 | -0.1 | -0.7 | -31
Cc1nc2ccccc2nc1N/N=C/c1ccc(O)cc1O | 12 | -0.1 | 4.6 | -79
O=C(/C=C/c1ccccc1)c1cc2ccccc2o1 | -24 | -0.2 | 0.1 | -4
CCC(=O)N1CCc2cc(S(=O)(=O)N(C)c3ccc(OC)cc3OC)ccc21 | 2 | 0.2 | 1.0 | 4
Nc1cc(N2CCN(CCO)CC2)c([N+](=O)[O-])cc1Cl | 5 | 0.1 | -0.7 | 8
COc1ccc(NC(=O)COc2ccc(N3CC(C(=O)NCC(C)C)CC3=O)cc2)cc1 (stereo not given) | -4 | 0.0 | 0.4 | -1

Just FBW7 act, for some of the entries so far:
structure | FBW7 act
O=c1[nH]c(=O)c2cc(Cl)cc(Cl)c2[nH]1 | -0.1
CCOc1ccc(-n2c(SCC(=O)C(C)(C)C)nc3c(sc(=S)n3-c3ccccc3C)c2=O)cc1 | 0.1
C=C(C)CSc1nc(=O)cc(N)n1-c1ccc(F)cc1 | 0.1
COc1cc2cc3c(N)c(C(=O)c4ccccc4)sc3nc2cc1OC | -0.3
